Screening results (PubChem)
STEP inh = inhibitors of human striatal-enriched phosphatase STEP | hit rate 0.25% among 360,000 | recombinant STEP, OMFP fluorogenic substrate, fluorescence | AID 588621 | inhibition, % at 20 µM;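 active means inhibition at 20 µM, scaled per plate between control wells, above about 37%, limit read from the data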;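 further: 0% = DMSO with enzyme and substrate and 100% = substrate only without enzyme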
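material = STEP tyrosine phosphatase | reagent = fluorogenic phosphatase substrate OMFP at 25 µM final | doses = single compound dose of 20 µM, 1% DMSO final | schedule = 20 min reaction, room temperature, in the dark | measured by = fluorescence, 480/540 nm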
NadD inh = inhibitors of Staphylococcus aureus NadD; purified NadD enzyme, colorimetric absorbance read-out; inhibition, % at 20 µM; hit rate 0.78% among 360,000; AID 602399; in the data active means inhibition above about 26%; further: some compounds past the cut are filed as inactive
Scp1 inh = Scp-1 (human) phosphatase inhibition; Q9GZU7; Recombinant Scp1, phosphopeptide, malachite green phosphate absorbance; inhibition, % at 20 µM; hit rate 0.88% among 340,000;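 active means inhibition above about 50% at 20 µM, limit read from the data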;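 further: plate controls were DMSO wells with enzyme for no effect and wells lacking enzyme for full effect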
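Test system: SCP-1 phosphatase catalytic domain, residues 76-261; measured by: colorimetric phosphate reagent with accelerator and stabiliser, absorbance at 630 nm; timing: enzyme reaction 45 min at room temperature, colour 5 min, stabilisation 30 min; also added: Phosphorylated 17-residue peptide substrate; compound dosing: one concentration, 20 µM, with 1.0% DMSO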
SUMO1-SIM PPI = alters human SUMO1 binding to SIM partners. SUMO1 binding to a labelled peptide, TR-FRET, 1 h. hit rate 0.33% among 360,000. inhibition, % at 20 µM. P63165; in the data active means inhibition above about 37%
Neddylation inh = cullin neddylation inhibition | TR-FRET cullin neddylation, biochemical | calls only at 25 µM | hit rate 0.58% among 360,000 | AID 651699; in the data active means inhibition above about 36%
LMPTP block = blocks human LMPTP phosphatase | hit rate 0.22% among 360,000 | recombinant LMPTP-A, OMFP fluorogenic substrate, fluorescence intensity | AID 651560 | P24666 | inhibition, % at 20 µM;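 active means compounds that cut the enzyme signal by at least half of the control window in the single-dose screen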;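 further: plate controls were DMSO wells with enzyme plus substrate for no effect and substrate without enzyme for full effect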
Target sequence (P24666 whole entry, looked up): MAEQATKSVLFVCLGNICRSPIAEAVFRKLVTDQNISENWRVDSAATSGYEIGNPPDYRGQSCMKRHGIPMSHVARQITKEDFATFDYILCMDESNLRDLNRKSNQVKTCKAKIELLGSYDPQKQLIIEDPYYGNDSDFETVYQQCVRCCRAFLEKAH
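Assay system: LMPTP-A, protein tyrosine phosphatase of low molecular weight / Medium: pH 6.0 Bis-Tris buffer with DTT and Triton X-100 / Schedule: 50 min enzyme reaction at room temperature, protected from light / Measured by: endpoint fluorescence intensity from OMFP dephosphorylation / Read-out basis: % inhibition relative to no-enzyme and uninhibited control wells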
SKN-1 block = inhibitors of C. elegans SKN-1; C. elegans VP596 Pgst-4::GFP/RFP ratio, acrylamide-induced, 24 h; inhibition, % at 21.8 µM; hit rate 0.49% among 360,000;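 active means interference check ratio from 0.5 to 1.5 plus GFP to RFP signal ratio inhibition reaching or exceeding a fixed threshold, cut at about 30% in these data, passing the limit was not always enough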; further: some compounds called inactive have numbers as strong as hits
NRP1-CendR mod = modulators of CendR peptide binding to human neuropilin-1 | inhibition, % at 25 µM | O14786 | hit rate 0.85% among 360,000 | FAM-RPARPAR peptide binding to NRP-1, fluorescence polarization;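 active means inhibition or corrected inhibition above about 18%, plus a signal ratio from 0.5 to 1.5, limit read from the data, passing the limit was not always enough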; further: strong numbers were not always called active
Target sequence (O14786 whole entry, looked up): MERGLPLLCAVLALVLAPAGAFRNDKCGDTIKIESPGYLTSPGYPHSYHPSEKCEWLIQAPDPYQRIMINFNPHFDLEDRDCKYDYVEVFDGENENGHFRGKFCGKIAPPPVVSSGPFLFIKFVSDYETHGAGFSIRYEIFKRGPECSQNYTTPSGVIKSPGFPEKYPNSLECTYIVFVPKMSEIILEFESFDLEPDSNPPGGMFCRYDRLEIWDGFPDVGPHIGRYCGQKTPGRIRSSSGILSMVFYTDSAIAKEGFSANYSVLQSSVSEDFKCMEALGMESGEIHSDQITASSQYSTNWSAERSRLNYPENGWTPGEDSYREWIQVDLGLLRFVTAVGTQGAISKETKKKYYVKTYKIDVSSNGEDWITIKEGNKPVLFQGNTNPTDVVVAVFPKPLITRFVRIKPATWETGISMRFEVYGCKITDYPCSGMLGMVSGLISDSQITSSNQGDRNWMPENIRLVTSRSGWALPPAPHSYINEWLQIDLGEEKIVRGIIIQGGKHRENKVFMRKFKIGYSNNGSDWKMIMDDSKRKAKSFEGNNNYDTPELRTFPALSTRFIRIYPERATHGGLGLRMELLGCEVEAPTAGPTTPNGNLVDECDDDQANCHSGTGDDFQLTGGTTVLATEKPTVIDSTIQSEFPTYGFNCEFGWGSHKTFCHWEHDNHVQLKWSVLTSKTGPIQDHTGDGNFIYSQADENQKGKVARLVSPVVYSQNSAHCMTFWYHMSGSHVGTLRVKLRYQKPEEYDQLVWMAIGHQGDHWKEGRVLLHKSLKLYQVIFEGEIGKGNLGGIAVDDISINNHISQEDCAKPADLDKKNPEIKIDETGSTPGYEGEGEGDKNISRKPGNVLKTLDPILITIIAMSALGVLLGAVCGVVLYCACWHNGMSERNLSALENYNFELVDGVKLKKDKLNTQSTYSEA
TbMetRS inhib = Trypanosoma brucei MetRS inhibition; inhibition, % at 11.9 µM; purified T. brucei MetRS, ATP depletion, Kinase-Glo luminescence; hit rate 0.4% among 360,000;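 active means inhibition above a per-plate cutoff of the control wells' mean inhibition plus 3 SD, cut at about 5.5% in these data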;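 further: 0% = DMSO wells median and 100% = median of wells with control inhibitor compound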
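assay system = parasite MetRS enzyme | timing = 15 min preincubation, 2 h reaction, all 25 °C | evaluation = percent inhibition relative to median high and low control wells | medium = HEPES buffer containing pyrophosphatase, BSA, spermine, DTT | compound = single dose, 11.9 µM final nominal, 0.9% final DMSO | detection = Kinase-Glo luminescence, ATP depletion format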
DNMT1 inh = DNMT1 (human) enzyme inhibition. inhibition (reported as % activation of signal), % at 10 µM. DNMT1 molecular beacon, Hinp1I cleavage, fluorescence. AID 588458. hit rate 0.83% among 360,000. P26358; in the data active means inhibition above about 50%
* = called active by the depositor; i = inactive; . = no result given.

(1) COC(=O)c1cccc(-n2[nH]nnc2=S)c1
(2) CCOc1ccc(C(=O)NCC(=O)OCC(=O)Nc2nnc(-c3ccccc3)o2)cc1
(3) COc1ccccc1CNc1nc(NCc2ccc(NC(C)=O)cc2)c2sccc2n1
(4) O=C(CSc1nnc(CNC(=O)c2c(F)cccc2F)o1)Nc1ccc2c(c1)OCO2
(5) CN1CCCN(C(=O)c2cc(=O)[nH]c3ccccc23)c2nc3ccccc3nc21
(6) O=[N+]([O-])c1cc(-c2ccc(/C=N/n3cnnc3)o2)ccc1Cl
(7) COc1cc(NC(=O)c2ccc(-c3cnn(C)c3)c3ccoc23)cc(OC)c1OC
(8) CCOc1ccc2oc(C(=O)N(CC)CC(=O)Nc3c(F)cccc3F)c(C)c2c1

assay / compound	1	2	3	4	5	6	7	8
STEP inh	3	0	2	0	0	8	0	2
NadD inh	3	13	14	-3	2	1	-6	-1
Scp1 inh	-7	-3	.	-5	-1	18	.	-6
SUMO1-SIM PPI	1	6	2	4	-3	-37	16	5
Neddylation inh	i	i	i	i	i	i	.	i
LMPTP block	1.4	-1.0	65*	0.6	-1.4	3.8	0.6	0.7
SKN-1 block	-6	-8	-11	-13	-11	-2	3	-4
NRP1-CendR mod	4	-1	10	9	7	-5	-9	-1
TbMetRS inhib	0.6	-0.2	0.8	-0.2	-0.3	3.4	0.1	-0.1
DNMT1 inh	2	2	-12	1	-2	0	6	-5

(9) CCCCSc1nc2sc3c(c2c(=O)n1-c1ccc(C)cc1)CCN(C)C3
(10) Cc1cc(C)n(CCCN2C(=O)c3cccc4cccc(c34)C2=O)n1
(11) CN1CCN(C2=C(Cl)C(=O)N(c3ccc(Cl)c(Cl)c3)C2=O)CC1
(12) O=C(Oc1ccc2c(=O)c(Oc3ccc4ccccc4c3)coc2c1)c1cccnc1
(13) CCOC(=O)c1c(-c2ccc(OC)cc2)nc2nonc2c1N
(14) CCN(Cc1cc2ccccc2[nH]c1=O)S(=O)(=O)c1ccc(OC)cc1
(15) O=C(NC1CC1)C1=C[C@@H](c2ccc(C(F)(F)F)cc2)C[C@@H](OCc2ccc(CO)cc2)O1
(16) CCCS(=O)(=O)N1CCC(Cc2ccc(OC)cc2)(C(=O)OCC)CC1

assay / compound	9	10	11	12	13	14	15	16
STEP inh	-1	0	4	0	0	-3	1	3
NadD inh	22	3	-5	2	2	-8	-10	3
Scp1 inh	0	4	1	3	-1	-7	-5	-3
SUMO1-SIM PPI	-26	-23	1	-6	-17	4	-3	-3
Neddylation inh	i	i	i	.	i	i	i	i
LMPTP block	3.6	-0.5	-4.8	0.9	-0.5	-0.4	1.6	0.7
SKN-1 block	7	-2	4	10	6	24	0	-4
NRP1-CendR mod	-36	7	-12	3	-8	6	4	39*
TbMetRS inhib	-1.2	-2.5	-0.3	-0.3	0.0	-0.5	-0.6	-0.1
DNMT1 inh	42	4	-2	1	1	0	-3	-2

(17) Cc1ccc(S(=O)(=O)NC(=O)N2CCN(Cc3c(F)cccc3Cl)CC2)cc1
(18) Cn1ccnc1SCC(=O)Nc1cc(C(F)(F)F)ccc1N1CCOCC1
(19) CC1CCN(C(=O)CCNS(=O)(=O)c2ccc3c(c2)c(=O)n(C)c(=O)n3C)CC1
(20) Cc1cccc(Nc2nc(-c3ccc(F)cc3)cs2)n1
(21) CC(C)(C)OC(=O)NNC(=O)c1cccs1
(22) CCOC(=O)C1(O)CC(C)=NN1C(=O)c1cccc(Cl)c1 (stereo unspecified)
(23) CC(=O)N1CCCc2cc(S(=O)(=O)CCC(=O)N3CCN(c4ccccc4)CC3)ccc21
(24) COCCNC(=O)c1nc2ccccc2s1

assay / compound	17	18	19	20	21	22	23	24
STEP inh	3	-2	0	0	0	-1	0	-3
NadD inh	4	-3	-5	-3	1	6	2	-4
Scp1 inh	11	-4	-3	11	-4	-8	25	-6
SUMO1-SIM PPI	7	0	3	1	0	-4	0	2
Neddylation inh	i	i	i	i	i	i	i	i
LMPTP block	-1.5	-0.5	-0.9	3.4	-2.8	-0.3	0.5	-0.7
SKN-1 block	-4	-2	-9	16	-3	-2	-2	-3
NRP1-CendR mod	11	4	18	11	-1	0	0	-8
TbMetRS inhib	0.6	-1.4	0.3	-0.3	-1.2	0.5	0.3	-0.6
DNMT1 inh	-1	3	0	-8	1	-3	6	3

(25) COc1ccc(CNC(=O)C/C(C)=N/NC(=O)COc2ccc(C)cc2Br)cc1
(26) O=C(Oc1ccc2ccc(OC(=O)N3CCOCC3)cc2c1)N1CCOCC1
(27) CCOC(=O)N1CCN(c2nc(C)cc(C(F)(F)F)n2)CC1
(28) CCC(=O)N1CCN(c2nc(CC)nc3sc4c(c23)CCCC4)CC1
(29) O=C(NCCc1ccccc1)C1CCCN1S(=O)(=O)c1ccc(F)cc1 (stereo unspecified)
(30) COC(=O)/C(=C\c1ccc(O)cc1)c1nc2ccccc2[nH]1
(31) CCNC(=O)N1CCC(n2nccc2NC(=O)CCOc2ccccc2)CC1
(32) Cc1ccc(Cc2c(-c3ccc(Br)cc3)nc3ccc(Br)cn23)cc1

assay / compound	25	26	27	28	29	30	31	32
STEP inh	1	-3	-3	3	-1	-2	1	2
NadD inh	2	-2	-7	-6	-5	-8	-6	14
Scp1 inh	0	4	-5	-10	-4	-11	-9	.
SUMO1-SIM PPI	1	0	1	2	1	-5	0	-12
Neddylation inh	i	i	i	i	i	i	i	i
LMPTP block	0.9	-1.3	-0.3	1.5	0.4	-2.3	-0.6	4.4
SKN-1 block	-6	-4	0	14	1	15	15	5
NRP1-CendR mod	-13	1	2	2	6	1	6	-17
TbMetRS inhib	0.1	-1.3	0.0	-0.6	0.0	0.2	0.0	-0.7
DNMT1 inh	-1	-1	3	-1	2	-3	-1	15

(33) COc1ccccc1CN1CC(C(=O)N2CCOCC2)CCC1=O (stereo unspecified)
(34) C=CCN1C(=O)C2(OCCCO2)c2cccc(Cl)c21
(35) Cc1ccc(NC(=O)[C@@H]2CCC(=O)N2C2OC(=O)c3ccccc32)cc1Cl (stereo partly specified)
(36) O=c1nc(/C=C/c2cccn2-c2ccc([N+](=O)[O-])cc2)cc(C(F)(F)F)[nH]1
(37) CN1C(=O)N(C)C2CC1N(C)C(=O)N2C
(38) O=C1Nc2ccc(Cl)cc2/C1=C/C1CC=CCC1 (stereo unspecified)
(39) CC(Sc1nnc(-c2ccccc2F)n1C1CC1)C(=O)NC(N)=O (stereo unspecified)
(40) Cc1ccc(OCCn2c(C)c(/C=N/n3cnnc3)c3ccccc32)cc1

assay / compound	33	34	35	36	37	38	39	40
STEP inh	-1	-2	-2	1	-1	2	-2	2
NadD inh	-6	3	1	1	-8	-6	0	25
Scp1 inh	-5	-32	1	13	-8	-7	-1	3
SUMO1-SIM PPI	3	4	0	-10	3	-4	0	0
Neddylation inh	i	i	i	i	i	i	i	i
LMPTP block	-0.4	-1.7	-1.0	1.8	-1.4	-0.5	-1.9	0.6
SKN-1 block	15	-10	6	-11	-12	10	15	-8
NRP1-CendR mod	-2	16	-3	-34	1	1	1	-10
TbMetRS inhib	-0.1	-0.3	-1.0	-0.8	-0.3	-0.7	-0.1	0.3
DNMT1 inh	0	0	1	40	-1	5	1	15

(41) CCN(CC(=O)Nc1ccc(NC(C)=O)cc1)C(=O)CSCc1c(C)noc1C
(42) COc1ccccc1CC(=O)NNS(=O)(=O)c1ccc([N+](=O)[O-])cc1
(43) CCC(C)c1ccc(O)c(N)c1 (stereo unspecified)
(44) CC(Nc1nc(-c2ccc(F)cc2)cs1)c1nc2cc(Cl)c(N3CCCCC3)cc2n1CCOCCO (stereo unspecified)
(45) COc1ccc(OC)c(C(c2nnnn2C(C)(C)C)N2CCc3ccccc3C2)c1 (stereo unspecified)
(46) CCN1CCN(CCCNC(=O)CS(=O)(=O)Cc2nc(-c3ccccc3C)oc2C)CC1
(47) Cc1cc(C)n(CCC(=O)N/N=C/c2ccc(O)cc2)n1
(48) c1ccc(C2=NNC(=NCc3ccc4c(c3)OCO4)SC2)cc1
(49) Cc1ccc(S(=O)(=O)c2nc(S(C)(=O)=O)sc2N2CCOCC2)cc1
(50) Cc1ccc(C(=O)Nc2cccc(C(O)c3ccccc3)c2)cc1 (stereo unspecified)
(51) Cc1ccc(CNc2cc(C(=O)O)ccc2C)s1

assay / compound	41	42	43	44	45	46	47	48	49	50	51
STEP inh	1	1	-5	8	1	0	-4	2	1	1	0
NadD inh	-2	-6	0	22	-8	-9	-2	2	-3	-8	14
Scp1 inh	-9	-1	-9	-2	1	-7	-9	-14	-9	-14	18
SUMO1-SIM PPI	6	-22	0	2	1	-3	0	-6	1	-3	1
Neddylation inh	i	i	i	i	i	i	i	i	i	i	i
LMPTP block	-1.2	0.0	-1.7	1.6	1.7	-2.6	-1.6	-1.5	-2.1	-0.1	0.2
SKN-1 block	0	-7	-10	0	27	19	-3	7	4	-9	9
NRP1-CendR mod	9	-7	10	-1	6	4	5	-10	5	7	-4
TbMetRS inhib	-0.1	-0.1	-0.6	-0.1	-0.5	0.2	-0.6	1.6	-0.5	-0.2	-1.0
DNMT1 inh	2	0	-4	-37	-6	-2	-3	-16	1	-3	1

Of the compounds above, 8 contain a Cl atom.
(6) O=[N+]([O-])c1cc(-c2ccc(/C=N/n3cnnc3)o2)ccc1Cl
(11) CN1CCN(C2=C(Cl)C(=O)N(c3ccc(Cl)c(Cl)c3)C2=O)CC1
(17) Cc1ccc(S(=O)(=O)NC(=O)N2CCN(Cc3c(F)cccc3Cl)CC2)cc1
(22) CCOC(=O)C1(O)CC(C)=NN1C(=O)c1cccc(Cl)c1 (stereo unspecified)
(34) C=CCN1C(=O)C2(OCCCO2)c2cccc(Cl)c21
(35) Cc1ccc(NC(=O)[C@@H]2CCC(=O)N2C2OC(=O)c3ccccc32)cc1Cl (stereo partly specified)
(38) O=C1Nc2ccc(Cl)cc2/C1=C/C1CC=CCC1 (stereo unspecified)
(44) CC(Nc1nc(-c2ccc(F)cc2)cs1)c1nc2cc(Cl)c(N3CCCCC3)cc2n1CCOCCO (stereo unspecified)

assay / compound	6	11	17	22	34	35	38	44
STEP inh	8	4	3	-1	-2	-2	2	8
NadD inh	1	-5	4	6	3	1	-6	22
Scp1 inh	18	1	11	-8	-32	1	-7	-2
SUMO1-SIM PPI	-37	1	7	-4	4	0	-4	2
Neddylation inh	i	i	i	i	i	i	i	i
LMPTP block	3.8	-4.8	-1.5	-0.3	-1.7	-1.0	-0.5	1.6
SKN-1 block	-2	4	-4	-2	-10	6	10	0
NRP1-CendR mod	-5	-12	11	0	16	-3	1	-1
TbMetRS inhib	3.4	-0.3	0.6	0.5	-0.3	-1.0	-0.7	-0.1
DNMT1 inh	0	-2	-1	-3	0	1	5	-37
